Source: PubChem BioAssay
NCOA1 inh: human NCOA1 inhibition | inhibition, % at 3.6 µM | hit rate 0.12% among 360,000 | HEK293 GAL4-SRC1 luciferase reporter, luminescence | AID 588354;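 active = inhibition above the campaign mean plus 3 SD, with each screening campaign given its own cutoff, cut at about 60% in these data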;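 note: 0% = DMSO treated cells and 100% = gossypol at 36 µM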
Target sequence (Q15788 whole entry, looked up, the tested form may be a part): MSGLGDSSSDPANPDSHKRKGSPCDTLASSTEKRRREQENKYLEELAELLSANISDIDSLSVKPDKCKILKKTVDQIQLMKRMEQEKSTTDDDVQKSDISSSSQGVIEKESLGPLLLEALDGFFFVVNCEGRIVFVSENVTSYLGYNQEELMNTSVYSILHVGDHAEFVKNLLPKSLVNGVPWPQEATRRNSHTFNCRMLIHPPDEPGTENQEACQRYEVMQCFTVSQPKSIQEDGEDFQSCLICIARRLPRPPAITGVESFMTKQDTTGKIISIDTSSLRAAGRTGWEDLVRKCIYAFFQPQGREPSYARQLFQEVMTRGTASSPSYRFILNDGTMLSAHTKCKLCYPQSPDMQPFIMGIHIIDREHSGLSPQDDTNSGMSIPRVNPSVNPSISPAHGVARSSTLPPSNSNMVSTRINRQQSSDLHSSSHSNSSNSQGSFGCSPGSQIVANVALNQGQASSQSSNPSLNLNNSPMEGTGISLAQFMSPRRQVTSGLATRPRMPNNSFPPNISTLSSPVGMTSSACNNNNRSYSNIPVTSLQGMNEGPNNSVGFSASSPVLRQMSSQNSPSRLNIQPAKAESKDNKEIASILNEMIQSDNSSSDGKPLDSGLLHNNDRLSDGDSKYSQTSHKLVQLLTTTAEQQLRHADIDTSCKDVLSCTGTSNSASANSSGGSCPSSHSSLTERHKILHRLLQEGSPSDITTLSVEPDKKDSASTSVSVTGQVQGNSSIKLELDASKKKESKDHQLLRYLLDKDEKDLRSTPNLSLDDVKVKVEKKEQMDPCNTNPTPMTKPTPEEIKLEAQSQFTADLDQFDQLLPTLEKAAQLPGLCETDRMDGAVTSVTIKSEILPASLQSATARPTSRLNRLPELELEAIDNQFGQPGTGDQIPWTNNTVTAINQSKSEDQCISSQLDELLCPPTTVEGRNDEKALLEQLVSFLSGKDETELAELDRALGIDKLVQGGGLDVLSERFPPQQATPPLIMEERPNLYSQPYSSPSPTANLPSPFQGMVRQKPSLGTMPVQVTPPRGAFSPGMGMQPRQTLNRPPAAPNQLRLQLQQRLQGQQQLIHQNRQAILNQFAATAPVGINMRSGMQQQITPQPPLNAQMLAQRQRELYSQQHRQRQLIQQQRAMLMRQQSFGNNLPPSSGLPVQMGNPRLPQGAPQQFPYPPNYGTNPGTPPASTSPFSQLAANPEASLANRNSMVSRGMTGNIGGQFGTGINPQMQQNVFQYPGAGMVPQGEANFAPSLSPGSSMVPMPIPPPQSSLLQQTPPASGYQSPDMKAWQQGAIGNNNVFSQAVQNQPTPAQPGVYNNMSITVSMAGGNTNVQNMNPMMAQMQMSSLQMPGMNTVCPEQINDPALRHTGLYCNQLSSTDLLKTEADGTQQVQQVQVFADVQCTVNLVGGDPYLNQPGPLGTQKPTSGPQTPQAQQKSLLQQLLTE
ABHD5-PLIN5 inh: blocks binding of human ABHD5 to perilipin-5; Split G. princeps luciferase complementation, luminescence, 4 h; Q00G26+Q8WTS1; hit rate 0.78% among 360,000; inhibition, % at 4 µM; AID 602281;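 active = inhibition above the mean inhibition across every tested compound plus 3 SD, cut at about 22% in these data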;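 note: 0% = DMSO only wells and the 100% control is not disclosed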
TROY signal inh: blocks TROY-dependent signaling in reporter cells. Q293 LMP1-TROYcd NF-kB luciferase reporter, 4 h. hit rate 0.98% among 360,000. inhibition, % at 10 µM;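 active = compounds whose plate-normalised and pattern-corrected inhibition of the luciferase reporter signal at the single screening dose is 50% or more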
TLR9-MyD88 block: inhibitors of human TLR9-MyD88 binding | Q9NR96+Q99836 | CHO BLA complementation TLR9-MyD88, CCF4 FRET ratio | inhibition, % at 4.98 µM | hit rate 0.21% among 340,000 | AID 504734;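 active = inhibition above the mean over all tested compounds plus 3 SD, cut at about 21% in these data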;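 note: 0% = DMSO only wells and 100% = clavulanate BLA inhibitor control wells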
NOD2-RIPK2 inh: NOD2-RIPK2 protein interaction inhibition; inhibition, % at 4.98 µM; CHO BLA complementation NOD2-RIPK2, CCF4 ratio; hit rate 0.38% among 360,000; O43353; in the data active = inhibition above about 21%;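 note: 0% = vehicle only and 100% = reference blocker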
LRH-1 inv ag: NR5A2 inverse agonism in reporter assay; O00482; HEK293T StAR-luciferase reporter, LRH-1 transfected, 24 h; inhibition, % at 3.6 µM; hit rate 0.13% among 360,000;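 active = inhibition above the mean inhibition of all tested compounds plus 3 SD, cut at about 73% in these data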;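 note: 0% = DMSO wells and 100% = reporter-only cells lacking LRH-1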
COUP-TFII inh: blocks human COUP-TFII nuclear receptor | P24468 | HEK293T NGFI-A luciferase reporter, luminescence | inhibition, % at 8.6 µM | hit rate 0.7% among 370,000;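 active = inhibition above a per-plate cutoff, mean inhibition of test wells between control levels plus 3 SD, cut at about 38% in these data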;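 note: cells cotransfected with COUP-TFII expression vector driving the NGFI-A reporter; 0% = median of COUP-TF2 test wells and 100% = reporter-only cells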
SRC2 inh: human SRC2 (NCOA2) inhibition; HEK293 GAL4-SRC2 luciferase reporter, luminescence; inhibition, % at 9 µM; hit rate 0.17% among 370,000;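 active = inhibition above the mean inhibition of all tested compounds plus 3 SD, set per campaign, cut at about 52% in these data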;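 note: 0% = DMSO treated cells and 100% = cells given Gossypol at 36 µM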
Granule exo inh: blocks lytic granule exocytosis. TALL-104 LAMP-1 surface exposure, flow cytometry; cells stimulated with thapsigargin and PMA. inhibition, % at 10 µM. hit rate 0.66% among 360,000;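 active = inhibition above about 55%, limit read from the data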
NCOA3 inh: inhibitors of human steroid receptor coactivator 3 (SRC3) | Q9Y6Q9 | HEK293 GAL4-SRC3 luciferase reporter, luminescence | inhibition, % at 3.6 µM | hit rate 0.17% among 360,000 | AID 588352;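 active = inhibition above a per-campaign cutoff, the mean of all compounds plus 3 SD, cut at about 60% in these data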;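 note: 0% = DMSO-treated cells and 100% = gossypol-treated cells at 36 µM; higher means less SRC3-driven luciferase light from the GAL4 reporter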
TWEAK Fn14 block: inhibitors of TWEAK-Fn14 interaction signaling; TWEAK-stimulated Fn14 reporter cells, luciferase luminescence, 8 h; inhibition, % at 10 µM; hit rate 2% among 360,000; in the data active = inhibition above about 50%
The depositor's hits bear a star.

Results for O=C(NNC1CC(=O)N(c2ccccc2)C1=O)c1ccccc1Cl (stereo unspecified) ?
NCOA1 inh: -18; ABHD5-PLIN5 inh: 5; TROY signal inh: 1; TLR9-MyD88 block: 2; NOD2-RIPK2 inh: -15; LRH-1 inv ag: -10; COUP-TFII inh: -2; SRC2 inh: 10; Granule exo inh: -7; NCOA3 inh: 17; TWEAK Fn14 block: 5

Results for COc1cccc(-c2cccc(NC(=O)C3CCN(C4CCOCC4)CC3)c2)c1 ?
NCOA1 inh: -2; ABHD5-PLIN5 inh: -2; TROY signal inh: 18; TLR9-MyD88 block: -12; NOD2-RIPK2 inh: -20; LRH-1 inv ag: 4; COUP-TFII inh: 12; SRC2 inh: -9; Granule exo inh: 1; NCOA3 inh: 3; TWEAK Fn14 block: 9

What do the screens show for `CN(CCc1cn[nH]c1)C(=O)CC1C(=O)NCCN1Cc1cccc(Oc2ccccc2)c1` (stereo unspecified)?
NCOA1 inh: 3; ABHD5-PLIN5 inh: -5; TROY signal inh: 13; TLR9-MyD88 block: -5; NOD2-RIPK2 inh: -12; LRH-1 inv ag: 0; COUP-TFII inh: 5; SRC2 inh: -11; Granule exo inh: 0; NCOA3 inh: -7; TWEAK Fn14 block: 5

Results for COc1ccc(C(=O)Nc2cccc([N+](=O)[O-])c2)cc1Br ?
NCOA1 inh: -44; ABHD5-PLIN5 inh: -1; TROY signal inh: -42; TLR9-MyD88 block: 13; NOD2-RIPK2 inh: -5; LRH-1 inv ag: -15; COUP-TFII inh: -26; SRC2 inh: 8; Granule exo inh: 0; NCOA3 inh: -16; TWEAK Fn14 block: -47

Results for S=C(NCCCc1cnc[nH]1)NCCCN(Cc1ccc(Cl)c(Cl)c1)c1ccc(Br)cn1 ?
NCOA1 inh: -54; ABHD5-PLIN5 inh: 15; TROY signal inh: 9; NOD2-RIPK2 inh: 19; LRH-1 inv ag: -6; COUP-TFII inh: 15; SRC2 inh: 30; Granule exo inh: 12; NCOA3 inh: 2; TWEAK Fn14 block: 16

Results for C#CCOc1ccccc1CNc1ccccc1 ?
NCOA1 inh: 19; ABHD5-PLIN5 inh: -11; TROY signal inh: -6; TLR9-MyD88 block: 1; NOD2-RIPK2 inh: -1; LRH-1 inv ag: 13; COUP-TFII inh: 24; SRC2 inh: -11; Granule exo inh: -1; NCOA3 inh: 3; TWEAK Fn14 block: 3

Results for COC(=O)C1CSC(C(=O)OC)N1C(=O)CN1CCN(c2ccc(OC)cc2)CC1 (stereo unspecified) ?
NCOA1 inh: -4; ABHD5-PLIN5 inh: 1; TROY signal inh: -20; TLR9-MyD88 block: -2; NOD2-RIPK2 inh: 2; LRH-1 inv ag: 14; COUP-TFII inh: 5; SRC2 inh: -16; Granule exo inh: 0; NCOA3 inh: 16; TWEAK Fn14 block: -12

How did CCN(CC(=O)Nc1ccc(OC(F)F)cc1)C1CCCCC1 do in these assays?
NCOA1 inh: 5; ABHD5-PLIN5 inh: 0; TROY signal inh: -17; TLR9-MyD88 block: 8; NOD2-RIPK2 inh: -11; LRH-1 inv ag: -1; COUP-TFII inh: -1; SRC2 inh: -3; Granule exo inh: 2; NCOA3 inh: 6; TWEAK Fn14 block: -10

How did COc1ccc(C=O)cc1CSc1ccccn1 do in these assays?
NCOA1 inh: 0; ABHD5-PLIN5 inh: -15; TROY signal inh: 11; TLR9-MyD88 block: 4; NOD2-RIPK2 inh: -1; LRH-1 inv ag: 2; COUP-TFII inh: 2; SRC2 inh: -24; Granule exo inh: 4; NCOA3 inh: 5; TWEAK Fn14 block: -8

How did O=C1CCC(C(=O)N2CCCC(C(=O)c3ccc4ccccc4c3)C2)=NN1 (stereo unspecified) do in these assays?
NCOA1 inh: -13; ABHD5-PLIN5 inh: -5; TROY signal inh: -15; TLR9-MyD88 block: -2; NOD2-RIPK2 inh: -5; LRH-1 inv ag: -17; COUP-TFII inh: 2; SRC2 inh: -13; Granule exo inh: 1; NCOA3 inh: 2; TWEAK Fn14 block: 6

What do the screens show for `Cc1cccc(S(=O)(=O)NC(=O)C2(C)CCN2C(=O)c2ccccc2)c1` (stereo unspecified)?
NCOA1 inh: -4; ABHD5-PLIN5 inh: 3; TROY signal inh: 1; NOD2-RIPK2 inh: 11; LRH-1 inv ag: 14; COUP-TFII inh: -5; SRC2 inh: -24; Granule exo inh: -3; NCOA3 inh: -27; TWEAK Fn14 block: -7

Results for O=C(C(c1ccccc1)c1ccccc1)N1CCN(CC(O)COc2ccccc2)CC1 (stereo unspecified) ?
NCOA1 inh: -17; ABHD5-PLIN5 inh: 9; TROY signal inh: 5; TLR9-MyD88 block: -8; NOD2-RIPK2 inh: 5; LRH-1 inv ag: -6; COUP-TFII inh: -3; SRC2 inh: 7; Granule exo inh: 2; NCOA3 inh: 1; TWEAK Fn14 block: 4

Results for Cc1cc(C(=O)NCc2cc(C(=O)O)co2)co1 ?
NCOA1 inh: -21; ABHD5-PLIN5 inh: 5; TROY signal inh: -13; TLR9-MyD88 block: 3; NOD2-RIPK2 inh: -3; LRH-1 inv ag: 7; COUP-TFII inh: -13; SRC2 inh: -17; Granule exo inh: 0; NCOA3 inh: 5; TWEAK Fn14 block: -6

Results for CCOc1ccc(S(=O)(=O)NC2=NCCCCC2)cc1 ?
NCOA1 inh: 5; ABHD5-PLIN5 inh: 5; TROY signal inh: 4; TLR9-MyD88 block: 6; NOD2-RIPK2 inh: -6; LRH-1 inv ag: -2; COUP-TFII inh: 5; SRC2 inh: -6; Granule exo inh: 1; NCOA3 inh: -8; TWEAK Fn14 block: 15

Results for CC1CCCC(C)N1C(=O)COC(=O)/C=C/c1ccco1 (stereo unspecified) ?
NCOA1 inh: -21; ABHD5-PLIN5 inh: 10; TROY signal inh: -5; TLR9-MyD88 block: 0; NOD2-RIPK2 inh: -1; LRH-1 inv ag: -44; COUP-TFII inh: -12; SRC2 inh: -51; Granule exo inh: 2; NCOA3 inh: -31; TWEAK Fn14 block: 13

How did CC(=O)NC(Cc1ccccc1)c1ccc2c(c1)OCCCO2 (stereo unspecified) do in these assays?
NCOA1 inh: -40; ABHD5-PLIN5 inh: -2; TROY signal inh: -56; TLR9-MyD88 block: -5; NOD2-RIPK2 inh: -7; LRH-1 inv ag: -7; COUP-TFII inh: -12; SRC2 inh: -18; Granule exo inh: 0; NCOA3 inh: -72; TWEAK Fn14 block: -15

Results for CCCCCCN[C@H]1CCC2C3CC=C4C[C@@H](O)CC[C@]4(C)C3CC[C@@]21C (stereo partly specified) ?
NCOA1 inh: 8; ABHD5-PLIN5 inh: -4; TROY signal inh: 3; TLR9-MyD88 block: -10; NOD2-RIPK2 inh: 6; LRH-1 inv ag: 0; COUP-TFII inh: 1; SRC2 inh: -2; Granule exo inh: 7; NCOA3 inh: 6; TWEAK Fn14 block: -13

Results for CCNC(=O)NC(=O)C(C)Oc1ccc(Br)cc1Br (stereo unspecified) ?
NCOA1 inh: -47; ABHD5-PLIN5 inh: 4; TROY signal inh: -28; TLR9-MyD88 block: -2; NOD2-RIPK2 inh: -4; LRH-1 inv ag: -62; COUP-TFII inh: -13; SRC2 inh: -36; Granule exo inh: 0; NCOA3 inh: -65; TWEAK Fn14 block: -26

What do the screens show for `CC1=C(C(=O)Nc2ccccc2)C(c2ccco2)NC(=O)N1` (stereo unspecified)?
NCOA1 inh: -10; ABHD5-PLIN5 inh: -2; TROY signal inh: -3; TLR9-MyD88 block: 11; NOD2-RIPK2 inh: -5; LRH-1 inv ag: 6; COUP-TFII inh: 0; SRC2 inh: -6; Granule exo inh: 2; NCOA3 inh: -11; TWEAK Fn14 block: 14

How did CCOc1cccc(C(=O)Nc2ccc(S(=O)(=O)Nc3cc(C)on3)cc2)c1 do in these assays?
NCOA1 inh: 6; ABHD5-PLIN5 inh: -2; TROY signal inh: 12; TLR9-MyD88 block: 6; NOD2-RIPK2 inh: -1; LRH-1 inv ag: -31; COUP-TFII inh: -9; SRC2 inh: 4; Granule exo inh: -4; NCOA3 inh: -44; TWEAK Fn14 block: 12

Results for Cc1onc(-c2ccccc2Cl)c1C(=O)N1CCC(C(N)=O)CC1 ?
NCOA1 inh: 15; ABHD5-PLIN5 inh: 6; TROY signal inh: -16; TLR9-MyD88 block: 3; NOD2-RIPK2 inh: 2; LRH-1 inv ag: 9; COUP-TFII inh: -22; SRC2 inh: 9; Granule exo inh: 8; NCOA3 inh: 8; TWEAK Fn14 block: 0

Results for Cc1cc(NC(=O)Cn2nnc3sc4c(c3c2=O)CCC(C(C)(C)C)C4)no1 (stereo unspecified) ?
NCOA1 inh: 2; ABHD5-PLIN5 inh: -17; TROY signal inh: 16; TLR9-MyD88 block: 0; NOD2-RIPK2 inh: 11; LRH-1 inv ag: 14; COUP-TFII inh: 9; SRC2 inh: 1; Granule exo inh: 0; NCOA3 inh: 0; TWEAK Fn14 block: 1

Results for CC(C)(C)SC(=O)CC1NS(=O)(=O)OC2CCCCC12 (stereo unspecified) ?
NCOA1 inh: -2; ABHD5-PLIN5 inh: -12; TROY signal inh: -11; TLR9-MyD88 block: -3; NOD2-RIPK2 inh: -8; LRH-1 inv ag: -5; COUP-TFII inh: 2; SRC2 inh: -8; Granule exo inh: -7; NCOA3 inh: -2; TWEAK Fn14 block: 1

What do the screens show for `CN(C)c1ccc(NC(=O)Cc2ccccc2)c2ccccc12`?
NCOA1 inh: -4; ABHD5-PLIN5 inh: -3; TROY signal inh: -20; TLR9-MyD88 block: -5; NOD2-RIPK2 inh: -5; LRH-1 inv ag: 2; COUP-TFII inh: -1; SRC2 inh: -19; Granule exo inh: -11; NCOA3 inh: 4; TWEAK Fn14 block: -3

What do the screens show for `Cn1cc([N+](=O)[O-])c(C(=O)NCc2cc3ccccc3[nH]2)n1`?
NCOA1 inh: -5; ABHD5-PLIN5 inh: 1; TROY signal inh: -4; TLR9-MyD88 block: 0; NOD2-RIPK2 inh: -9; LRH-1 inv ag: 15; COUP-TFII inh: -2; SRC2 inh: -20; Granule exo inh: 1; NCOA3 inh: 11; TWEAK Fn14 block: 7

Results for COc1cccc(OC)c1C(=O)Nc1cccc(S(=O)(=O)Nc2ccccc2Cl)c1 ?
NCOA1 inh: -3; ABHD5-PLIN5 inh: 7; TROY signal inh: 0; TLR9-MyD88 block: 12; NOD2-RIPK2 inh: 1; LRH-1 inv ag: -27; COUP-TFII inh: 13; SRC2 inh: 14; Granule exo inh: -1; NCOA3 inh: 18; TWEAK Fn14 block: 36

Not a retest: 2 of the compounds above.
What do the screens show for `Cn1cc([N+](=O)[O-])c(C(=O)NCc2cc3ccccc3[nH]2)n1`?
NCOA1 inh: -5; ABHD5-PLIN5 inh: 1; TROY signal inh: -4; TLR9-MyD88 block: 0; NOD2-RIPK2 inh: -9; LRH-1 inv ag: 15; COUP-TFII inh: -2; SRC2 inh: -20; Granule exo inh: 1; NCOA3 inh: 11; TWEAK Fn14 block: 7

Results for COc1cccc(OC)c1C(=O)Nc1cccc(S(=O)(=O)Nc2ccccc2Cl)c1 ?
NCOA1 inh: -3; ABHD5-PLIN5 inh: 7; TROY signal inh: 0; TLR9-MyD88 block: 12; NOD2-RIPK2 inh: 1; LRH-1 inv ag: -27; COUP-TFII inh: 13; SRC2 inh: 14; Granule exo inh: -1; NCOA3 inh: 18; TWEAK Fn14 block: 36

An excerpt. The share of hits here may be higher or lower than overall.
